High-throughput results from PubChem BioAssay.
PTAP TSG101 blk – qHTS Assay for Iinhibitors of HIV-1 Budding by Blocking the Interaction of PTAP/TSG101; AID 493005, 2010; Potency, µM (series often up to 115 µM), for the others: at the top dose activity change, negative = inhibition, hits mostly inhibitors; Tumor susceptibility gene 101 protein (Homo sapiens), Q99816; Fluorescence polarization, FITC-PTAP peptide / Tsg101 binding; 340,000 tested, under 10 active; active = well fitted inhibition curve with a large enough effect in the main read-out, with a control signal flat, not every such curve was filed as active; inconclusive = small, poorly fitted or top-dose-only effect, or effect the other way, or a change in a side signal; inactive = no such curve, though single readings can be large or run the other way; note: potency is the fitted concentration of half-maximal effect; % of control where 0% means no effect
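Steps: Tsg101 binding domain dispensed (10 uM final), compounds pinned in DMSO, FITC-labeled PTAP-motif peptide added (50 nM final); after 20 min binding at room temperature, polarization measured.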
GALK inhibitor – qHTS Assay for Inhibitors of Human Galactokinase (GALK). P51570. Purified GALK, Kinase-Glo residual ATP luminescence. AID 1868, 2009. actives 0.007% (n = 270,000). Potency, µM (titrated, usually from 57.5 µM), inactives show top-dose activity change, negative = inhibition, usual class: inhibitors; note: potency is the fitted concentration of half-maximal effect; % is set by controls: 0 for no effect and ±100 for the full control effect
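Galactose (100 uM) and ATP (35 uM) were turned over by 5 nM GALK for 1 h at RT. Kinase-Glo Plus then converted the remaining ATP into a luminescent signal.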
Tb PFK block – qHTS Assay to Find Inhibitors of T. brucei phosphofructokinase; actives 0.17% (n = 330,000); ATP-dependent 6-phosphofructokinase (Trypanosoma brucei brucei), O15648; T. brucei PFK, ADP-Glo luminescence; Potency, µM (titrated, usually from 57.5 µM), inactives show top-dose activity, negative = inhibition, usual class: inhibitors;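 note: potency is the fitted concentration of half-maximal effect; 0% = uninhibited 1x PFK enzyme wells and -100% = no-enzyme wells; nearly all actives have a fitted effect of over 60% in size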
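In TEA buffer at pH 8.0 with 5 mM MgCl2, enzyme (1.25 nM) converted F6P (0.5 mM) and ATP (0.1 mM) for 45 min at room temperature. ADP product was read by luciferase luminescence.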
ASM inhibitor – Inhibitors of Secretory Acid Sphingomyelinase (S-ASM): qHTS; placental ASM, HMU-PC fluorogenic substrate, 60 min; Potency, µM (titrated, usually from 57.5 µM), for the others: top-dose activity change, negative = inhibition, usual class: inhibitors; actives 0.006% (n = 340,000); Sphingomyelin phosphodiesterase (Homo sapiens), P17405; note: potency is the fitted concentration of half-maximal effect
Target sequence (P17405 47-631 limits assumed): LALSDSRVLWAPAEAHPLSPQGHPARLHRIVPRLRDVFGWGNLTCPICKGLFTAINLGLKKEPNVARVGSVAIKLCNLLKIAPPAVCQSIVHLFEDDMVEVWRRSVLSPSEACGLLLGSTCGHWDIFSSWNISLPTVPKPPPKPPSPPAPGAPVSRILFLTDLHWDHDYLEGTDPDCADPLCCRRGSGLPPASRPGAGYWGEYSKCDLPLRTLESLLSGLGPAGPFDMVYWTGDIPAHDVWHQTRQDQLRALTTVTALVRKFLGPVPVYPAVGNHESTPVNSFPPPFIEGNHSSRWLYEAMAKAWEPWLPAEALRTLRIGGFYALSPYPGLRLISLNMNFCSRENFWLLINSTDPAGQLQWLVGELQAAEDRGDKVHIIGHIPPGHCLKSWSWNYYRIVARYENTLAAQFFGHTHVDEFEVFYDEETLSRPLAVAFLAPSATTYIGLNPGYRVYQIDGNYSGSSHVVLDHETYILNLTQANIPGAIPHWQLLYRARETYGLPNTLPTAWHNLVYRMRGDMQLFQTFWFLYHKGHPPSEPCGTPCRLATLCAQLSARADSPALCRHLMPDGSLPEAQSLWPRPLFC
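Fluorescence read-out (Ex 386 nm, Em 447 nm) after stopping the reaction at pH 10. Enzyme: ASM from human placenta; substrate HMU-PC0, 9 uM final; 60 min, 37 °C. Compound preincubation 10 min, ambient temperature.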
PKM2 activator – qHTS Assay for Activators of Human Muscle isoform 2 Pyruvate Kinase. purified PKM2, Kinase-Glo ATP luminescence, activation; response scale: 0% is enzyme alone, no compound. Potency, µM (titrated, usually from 57.5 µM), for inactives: top-dose activation, actives largely listed as activators. actives 0.34% (n = 260,000); note: potency is the fitted concentration of half-maximal effect; % is set by controls: 0 for no effect and ±100 for the full control effect; nearly all actives have a fitted effect of over 55% in size
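hPK-M2, >95% pure; 0.1 mM ADP / 0.5 mM PEP final; imidazole pH7.2 buffer w/ 7 mM MgCl2, 50 mM KCl; 1 h RT; Kinase-Glo lum. Intermediate enzyme activity for dual inhibitor/activator qHTS.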
Menin MLL FP TR – qHTS Assay for Inhibitors Targeting the Menin-MLL Interaction in MLL Related Leukemias: Competition With Texas Red Labeled MLL-derived Mutant Peptide; Menin + Texas Red MLL mutant peptide, fluorescence polarization; O00255; actives 0.23% (n = 270,000); Potency, µM (titrated, usually from 61.6 µM), for the others: top-dose FP activity change, negative = inhibition, usual class: inhibitors; active = well fitted inhibition curve with a large enough effect in the polarisation, with a control signal flat, not every such curve was filed as active; inconclusive = small, poorly fitted or top-dose-only effect, or effect the other way, or a change in a side signal; inactive = no such curve, though single readings can be large or run the other way; the % refers to the polarisation; note: potency is the fitted concentration of half-maximal effect; % of control where 0% means no effect; many of its hits are not listed in these tables
Giardia kill – Small Molecules that selectively kill Giardia lamblia: qHTS. Giardia lamblia trophozoite viability. activity change, % at 7.66 µM, hits read low. actives 0.15% (n = 340,000). AID 540267, 2011; in the data active = activity change below about -80%; inconclusive = between about -30% and that limit;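 note: parasites exposed to compound for two days anaerobically before the ATP read; % is set by controls: 0 for no effect and ±100 for the full control effect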
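Media and compound were dispensed first, then trophozoites at 100 cells/well; plates sat 48 hrs at 37 deg C without oxygen before ATP luminescence reagent was added and read after 15-30 min at room temperature.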
BCR signal inh – qHTS Assay to Find Inhibitors of Chronic Active B-Cell Receptor Signaling; Potency, µM (titrated, usually from 46.1 µM), without a hit: at the highest dose ratio change, negative = lower green/red ratio, actives largely listed as inhibitors; actives 0.05% (n = 340,000); AID 493014, 2011; ABC-DLBCL IkBa-CBG/CBR reporter, luminescence ratio, 4 h; active = well fitted inhibition curve with a large enough effect in the signal ratio, with a control signal flat, not every such curve was filed as active; inconclusive = small, poorly fitted or top-dose-only effect, or effect the other way, or a change in a side signal; the % refers to the signal ratio;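 note: potency is the fitted concentration of half-maximal effect; plate controls were basal doxycycline-induced cells for no effect and cells given 10 µM MG132 for full effect; MG132 reads +100%, hits lower the ratio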
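TMD8 human ABC-DLBCL cells with doxycycline-inducible IκBα–green luciferase fusion and unfused red luciferase, in 0.5% FBS medium; compounds up to 46 uM, 4 h at 37C. Green/red luminescence ratio, filter-overlap corrected, fitted to concentration-response curves.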
B2AR arrestin – qHTS assay of beta-arrestin-biased ligands of beta2-adrenergic receptor | Beta-2 adrenergic receptor (Homo sapiens), P07550 | Potency, µM (titrated, usually from 46.1 µM), inactives show at the highest dose activation, actives largely listed as activators | AID 492947, 2010 | beta-arrestin recruitment to beta2AR, cell-based reporter | actives 0.02% (n = 330,000);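 note: potency is the fitted concentration of half-maximal effect; 0% = DMSO controls and full agonism = EC100 isoproterenol or metaproterenol; nearly all actives have a fitted effect of over 65% in size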
Target sequence (P07550 whole entry, looked up): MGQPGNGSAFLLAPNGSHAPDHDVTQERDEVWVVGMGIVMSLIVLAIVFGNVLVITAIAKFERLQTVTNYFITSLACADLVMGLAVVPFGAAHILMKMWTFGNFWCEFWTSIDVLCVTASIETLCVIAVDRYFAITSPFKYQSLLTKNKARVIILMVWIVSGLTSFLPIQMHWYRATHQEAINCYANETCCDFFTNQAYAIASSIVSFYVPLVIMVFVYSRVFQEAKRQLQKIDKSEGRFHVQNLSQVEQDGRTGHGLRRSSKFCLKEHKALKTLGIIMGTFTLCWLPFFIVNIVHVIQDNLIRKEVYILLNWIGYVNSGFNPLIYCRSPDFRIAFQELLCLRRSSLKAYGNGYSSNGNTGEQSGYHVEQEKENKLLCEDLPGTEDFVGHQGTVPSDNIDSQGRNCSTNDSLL
Coupling enz – qHTS Assay for Inhibitors of Fructose-1,6-bisphosphate Aldolase from Giardia Lamblia: Coupling assay counterscreen | actives 0.67% (n = 290,000) | coupling enzyme system counterscreen, AmpLite Red fluorescence | activity change, negative = inhibition, % at 58.2 µM, hits read low; in the data active = activity change below about -30%; note: % is set by controls: 0 for no effect and ±100 for the full control effect
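Fluorescence at 525 nm excitation and 598 nm emission measured inhibition of the coupled detection system without aldolase. Compounds (at 57.5 uM final) were preincubated 10 min at room temperature with coupling enzyme reagent before a 20 min substrate/AmpLite Red step.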
a7 integrin act – qHTS for Activators of Integrin-Mediated Alleviation for Muscular Dystrophy | alpha7betagal myoblasts, beta-gal FDG fluorescence, 48 h | Potency, µM (series often up to 38.3 µM), for inactives: at the highest dose activation, actives largely listed as activators | actives 0.064% (n = 350,000) | AID 624291, 2012;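 note: potency is the fitted concentration of half-maximal effect; 100% = response of the positive control SU9516; nearly all actives have a fitted effect of over 60% in size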
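alpha7betagal+/- myoblasts (passage 13, 250/well) treated 48 h at 37C with compounds at 1:260 dilution of DMSO stock. Lysed, then beta-galactosidase activity read as FDG fluorescence (ex 480/em 540) after 30 min, with pre-read for autofluorescence.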
* marks the source's active call; other numbers are inactive results; ? = inconclusive; . = not tested or not shown; [ ] = dose if it differs, or a comment. Unless noted, calls come from the whole dose curve; as a rule, active = well fitted curve in the direction sought with a large enough effect; inconclusive = small, poorly fitted or top-dose-only effect, or another doubt; inactive = no such curve, though single readings can be large; an effect the other way counts as inactive or inconclusive. These rows are one share of the data (hit frequency here may not be typical).

SMILES	PTAP TSG101 blk	GALK inhibitor	Tb PFK block	ASM inhibitor	PKM2 activator	Menin MLL FP TR	Giardia kill	BCR signal inh	B2AR arrestin	Coupling enz	a7 integrin act
CCOC(=O)Cn1nc(NC(=O)COc2ccc(F)cc2)cc1C	.	-2%	-1%	2%	4%	-14%	-14	-4%	-4.4%	2	17%
Cc1ccc(CNC(=O)CC2(CC3=NS(=O)(=O)c4ccccc4N3)CCCC2)cc1	-4%	.	-4%	-16%	?	-6%	18	?	-0.3%	1	5%
COc1ccc(CCC(C)NCc2cccc(Br)c2)cc1 (stereo not drawn)	-5%	7%	-3%	2%	3%[11.5 µM]	?	8	?	-0.6%	0	24%
CCn1nc(C)cc1C(=O)OCC(=O)c1ccc(Cl)cc1	-1%	0%	0%	-2%	-7%	.	?	-1%	-0.2%	.	-8%
COC(=O)Cc1[nH]n(-c2nc3ccccc3s2)c(=O)c1C(C)=Nc1ccc(OC)cc1	-3%	-2%	-23%	6%	-6%	.	-22	?	0.0%	5	?
Clc1ncn(C23CC4CC(CC(C4)C2)C3)n1	0%	8%	-4%	-3%	1%	5%	-17	7%	0.0%	3	-8%
O=C(Nc1ccccc1Cl)c1ccc(COc2ccc3c(c2)CCC3)cc1	0%	3%	0%	-5%	-3%	?	-7	?	-0.3%	-1	23%
COc1ccc(OC)c(C2C(C(=O)c3cccs3)=C(O)C(=O)N2c2cc(C)on2)c1 (stereo not drawn)	-4%	-3%	3%	0%	19%	14%	10	16%	0.2%	-21	23%
Cc1nn(CC(=O)N2CCCCC2)c(=O)c2nn(-c3ccccc3)c(C)c12	-6%	-2%	9%	5%	.	-9%	-1	0%	-0.1%	0	2%
O=Cc1s/c(=N\S(=O)(=O)c2ccccc2)n(CCCCl)c1Cl	1%	-2%	?	-3%	?	14%	-3	?	0.0%	-1	-62%[inhibitor]
Cc1cc(=O)oc(C)c1C(=O)N1CCN(Cc2ccc3c(c2)OCO3)CC1	-1%	0%	1%	2%	5%	0%	17	4%	-4.8%	-2	8%
CCS(=O)(=O)N1Cc2ccccc2CC1C(=O)Nc1ccc(OC)cc1 (stereo not drawn)	-3%	8%	1%	-2%	-2%	-19%	-2	2%	0.1%	0	12%
O=C(Nc1cccc(Cl)c1)c1ccc(Cn2cc(Cl)cn2)cc1	-3%	-4%	-12%	2%	0%	34%[activator]	6	?	-0.4%	0	?
O=C(C[C@H]1C/C=C\C[C@H](NC(=O)OCC2c3ccccc3-c3ccccc32)C(=O)OC[C@H]2CCCN2C1=O)NCCO	2%	.	-5%	-10%	.	.	-13	-3%	0.2%	.	10%
O=C(c1cccc(C(F)(F)F)c1)C1CCCN(C(=O)/C=C/c2cnc[nH]2)C1 (stereo not drawn)	.	-9%	6%	-1%	.	.	26	-1%	-0.3%	.	11%
CC1CCCN(S(=O)(=O)c2ccc([N+](=O)[O-])cc2)C1 (stereo not drawn)	-3%	1%	4%	5%	2%	-20%	8	0%	-1.0%	-2	-20%
O=S(=O)(NCc1ccccn1)c1cc(OCC(F)(F)F)ccc1OCC(F)(F)F	0%	10%	-1%	7%	-6%	.	-1	-2%	0.3%	5	-17%
OC(CNCc1ccccc1F)COc1cccc2ccccc12 (stereo not drawn)	-7%	9%	-1%	0%	2%	-18%	6	-8%	-0.6%	2	0%
COc1ccc(S(=O)(=O)NCCCCOc2ccc(Cl)cc2)cc1	-5%	3%	-1%	-19%	.	41%[activator]	-10	-9%	-1.2%	-2	-30%
O=C(NNC(=O)C1CCN(S(=O)(=O)c2ccccc2)CC1)c1ccccc1O	-3%	1%	-12%	-1%	1%	-2%	-15	-1%	3.0%	1	-17%
N=c1c2c3c(sc2ncn1N)CCCC3	-2%	-2%	5%	-1%	27%	1%	-3	14%	-0.1%	-1	11%
C=CCn1c(C)nnc1SCC(=O)c1[nH]c(C)c(C(C)=O)c1C	-6%	5%	-3%	-1%	2%	4%	-8	-6%	-0.5%	1	16%
COc1ccccc1N1CC(C)(C)C(=O)N(C(=O)c2ccc(C)cc2)C1=S	-2%	5%	-2%	-5%	-4%	.	13	1%	0.0%	4	0%
COc1cc(OC)c(-c2nn3c(-c4cccnc4)nnc3s2)cc1OC	.	2%	-1%	.	0%	-6%	.	?	-0.5%	0	.
Cc1cccc(NC(=O)/C(C#N)=C\c2ccc(C(=O)O)cc2)c1	-1%	-4%	0%	4%	5%	26%	0	-6%	0.0%	5	1%

Exported with values under each structure: entries from further up.
Results follow in this order: PTAP TSG101 blk, GALK inhibitor, Tb PFK block, ASM inhibitor, PKM2 activator, Menin MLL FP TR, Giardia kill, BCR signal inh, B2AR arrestin, Coupling enz, a7 integrin act
- O=Cc1s/c(=N\S(=O)(=O)c2ccccc2)n(CCCCl)c1Cl
→ 1%, -2%, ?, -3%, ?, 14%, -3, ?, 0.0%, -1, -62%[inhibitor]
- Cc1cc(=O)oc(C)c1C(=O)N1CCN(Cc2ccc3c(c2)OCO3)CC1
→ -1%, 0%, 1%, 2%, 5%, 0%, 17, 4%, -4.8%, -2, 8%
- CCS(=O)(=O)N1Cc2ccccc2CC1C(=O)Nc1ccc(OC)cc1 (stereo not drawn)
→ -3%, 8%, 1%, -2%, -2%, -19%, -2, 2%, 0.1%, 0, 12%
- O=C(Nc1cccc(Cl)c1)c1ccc(Cn2cc(Cl)cn2)cc1
→ -3%, -4%, -12%, 2%, 0%, 34%[activator], 6, ?, -0.4%, 0, ?
- O=C(C[C@H]1C/C=C\C[C@H](NC(=O)OCC2c3ccccc3-c3ccccc32)C(=O)OC[C@H]2CCCN2C1=O)NCCO
→ 2%, ., -5%, -10%, ., ., -13, -3%, 0.2%, ., 10%

Other results follow.
SMILES	PTAP TSG101 blk	GALK inhibitor	Tb PFK block	ASM inhibitor	PKM2 activator	Menin MLL FP TR	Giardia kill	BCR signal inh	B2AR arrestin	Coupling enz	a7 integrin act
C[C@H](CO)N1C[C@H](C)[C@@H](CN(C)C(=O)Nc2ccc3c(c2)OCO3)Oc2c(NS(=O)(=O)c3ccc(F)cc3)cccc2C1=O	-1%	.	-1%	-4%	.	.	-13	-1%	-0.2%	.	16%
CN(C(=O)COC(=O)/C=C/c1ccc2c(c1)OCO2)c1c(N)n(Cc2ccccc2)c(=O)[nH]c1=O	1%	.	-3%	8%	.	.	-4	-12%	-0.2%	.	-9%
Cc1cccc(C(=O)NCc2ccco2)c1	-1%	2%	-9%	-2%	-2%	-8%	-26	0%	-0.2%	1	5%
CC(C)(C)c1ccc(SCCc2cccnc2)cc1	1%	-2%	0%	-1%	1%	.	-3	?	-0.1%	5	15%
Cc1ccc(-c2nnn(Cc3nc(N)nc(N4CCOCC4)n3)n2)cc1	-4%	-1%	0%	-7%	1%	17%	1	0%	0.4%	-1	-14%
CCN(CC)c1ccc(NC(=O)COC(=O)CCC(=O)c2cccs2)cc1	-5%	.	0%	3%	.	.	-17	3%	-0.1%	.	7%
Nc1c(C(=O)N/N=C/c2cccnc2)oc2nc(-c3ccccc3)cc(-c3ccco3)c12	?	3%	0%	26%	8%	.	-11	?	-0.5%	-9	17%
Cc1ccc2cc(CCNS(=O)(=O)c3ccc(F)cc3)c(=O)[nH]c2c1C	-1%	1%	2%	0%	9%	-5%	13	2%	-0.7%	-1	11%
COc1ccc(-c2n(Cc3ccccc3)c3ccccc3[n+]2Cc2ccccc2)cc1	-6%	4%	-3%	-15%	0%	?	-10	?	0.0%	0	-56%[inhibitor]
Cc1nn(Cc2ccccc2)c(C)c1C(=O)Nc1ccc(N2CCOCC2)cc1	-10%	3%	-3%	-2%	6%	2%	25	-9%	0.4%	-2	16%
COc1cc2ccccc2cc1C(=O)N(CCN(C)C)c1nc2ccc(C)cc2s1	1%	6%	1%	-11%	-1%[0.46 µM]	7%	33[activator]	?	-0.5%	2	?
